From PubChem BioAssay
TDP1 block = TDP1 (human) enzyme inhibition. recombinant TDP1, AlphaScreen DNA substrate cleavage. Potency, µM (titrated, usually from 130 µM), without a hit: top-dose activity change, negative = inhibition, most hits filed as inhibitors. actives 0.28% (n = 350,000); also: nearly all actives have a fitted effect of over 40% in size
Target sequence (Q9NUW8 whole entry, looked up): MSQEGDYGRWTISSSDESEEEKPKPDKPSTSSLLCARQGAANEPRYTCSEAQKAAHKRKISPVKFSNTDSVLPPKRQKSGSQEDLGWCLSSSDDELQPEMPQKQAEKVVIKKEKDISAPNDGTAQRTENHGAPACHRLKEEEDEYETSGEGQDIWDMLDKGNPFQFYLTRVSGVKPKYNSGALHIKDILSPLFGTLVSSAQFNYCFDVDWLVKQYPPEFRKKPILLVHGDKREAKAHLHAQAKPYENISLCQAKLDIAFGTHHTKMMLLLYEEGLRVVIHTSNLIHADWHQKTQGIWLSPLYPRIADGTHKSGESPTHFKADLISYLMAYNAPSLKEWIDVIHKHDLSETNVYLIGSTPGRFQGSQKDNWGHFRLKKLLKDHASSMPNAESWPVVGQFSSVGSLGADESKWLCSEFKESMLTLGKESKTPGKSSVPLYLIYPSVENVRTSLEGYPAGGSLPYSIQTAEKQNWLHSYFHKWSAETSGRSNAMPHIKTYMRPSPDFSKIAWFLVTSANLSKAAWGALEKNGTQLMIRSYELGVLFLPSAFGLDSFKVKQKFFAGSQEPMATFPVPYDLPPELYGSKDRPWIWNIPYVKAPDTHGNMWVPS
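Recombinant human Tdp1 (E. coli-expressed, 1 nM final) preincubated with compounds 15 min at room temperature, then 5'-biotin/3'-phosphotyrosine-FITC DNA substrate (15 nM final) added for 5 min. AlphaScreen beads (10 ug/ml final) added 10 min; cleavage lowers signal.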
DT40 TDP1 no CPT = qHTS for Inhibitors of human tyrosyl-DNA phosphodiesterase 1 (TDP1): qHTS in cells in absence of CPT. DT40 Tdp1-/- hTDP1 cells, no CPT, ATP luminescence, 48 h. Potency, µM (series often up to 46.2 µM), inactives show at the top dose activity change, negative = growth inhibition, hits mostly inhibitors. actives 15% (n = 420,000). AID 686978, 2013; also: nearly all actives have a fitted effect of over 55% in size
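Growth of hTDP1-complemented DT40 Tdp1-knockout cells is measured by ATP luminescence after at least 48 hr compound exposure at 37 °C, with DMSO substituting for the 20 nM CPT used in the parallel screen.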
N370S GC = N370S glucocerebrosidase modulation, Gaucher chaperone candidate | N370S GC spleen homogenate, 4MU-glucoside fluorescence | Potency, µM (doses to about 59.4 µM), for the others: top-dose activity change, negative = inhibition, actives largely listed as inhibitors | actives 0.092% (n = 330,000) | AID 2101;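 also: 0% = full enzyme activity and -100% = no enzyme basal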
The depositor's hits bear a star; ? = inconclusive; nt = not tested or not shown; [ ] = remark or other dose. Calls follow the shape of the dose curve; as a rule, active = well fitted curve in the direction sought with a large enough effect; inconclusive = small, poorly fitted or top-dose-only effect, or another doubt; inactive = no such curve, though single readings can be large; an effect the other way counts as inactive or inconclusive. Unless noted, % is scaled to controls: 0 for no effect and ±100 for the full control effect; potency is read from the fitted curve at half-maximal effect. Only part of the results is shown (hit frequency here may not be typical).

SMILES	TDP1 block	DT40 TDP1 no CPT	N370S GC
CCOC(=O)C1=C(C)NC(=S)NC1c1ccc(OCC(=O)N2CCCCC2)cc1 (stereo not drawn)	12%	-4%	-2%
CCCCCC/C=C/c1ccc(OC)c([C@H]2[C@H]3C=CC[C@@H](C)[C@@H]3C(=O)N2Cc2ccccc2)c1	2%	?	0%
O=C(NC1=NCCS1)c1ccccc1OCc1ccc(F)cc1	7%	-28%	17%
CC[C@@H]1OC(=O)[C@H](C)[C@H](O[C@@H]2C[C@](C)(OC)[C@H](O)[C@H](C)O2)[C@H](C)[C@H](O[C@@H]2O[C@@H](C)C[C@@H](N(C)C)[C@@H]2O)[C@](C)(O)C[C@H](C)C(=O)[C@H](C)[C@H](O)[C@]1(C)O	4%[56.1 µM]	nt	-25%[21.6 µM]
O=C(NCCN1C(=O)CSC1=O)c1ccccc1	3%	-5%	2%
CC(=Nc1ccccc1)Nc1ccccc1	-3%	-5%	-20%
Cc1nnc2c(NCCc3ccccc3)nc3ccccc3n12	nt	-6%	-5%
COc1cc(CNCCO)cc(Br)c1OCc1ccccc1	-2%	-24%	-16%
CC(=O)C1=C(O)C(=O)N(Cc2ccccc2)C1c1ccc(Br)cc1 (stereo not drawn)	nt	-21%	-6%
CC(C)(C)NC(=O)C(=O)NNC(=O)C12CC3CC(CC(C3)C1)C2	5%	-16%	-1%
CCN(CC)Cc1cc(C(=O)O)c(-c2ccccc2)o1	-2%	22%	0%
Cc1cc(N=Cc2c(O)n(-c3ccc(C)c(C)c3)c(=O)c3ccccc23)no1	2%	nt	19%
Cc1c(N2CCCC2)cc2c(c1N)C(C)(C)CC2(C)C	nt	-27%	-4%
COC(=O)c1ccc(C(=O)N(CCN(C)C)c2nc3c(Cl)cccc3s2)cc1	7%	-9%	2%
CCc1ccc(OCCCC(=O)O)c(Br)c1	5%	2%	12%
O=C(Nc1ccccc1C(=O)NCc1ccco1)NC1CCCCC1	3%	?	10%
Cc1ccc(S(=O)(=O)Oc2ccc(/C=N/NC(=O)c3nn(C)cc3[N+](=O)[O-])cc2)cc1	8%	?	3%
CC(C)(C)C(=O)CC(=O)Nc1ccc(Cl)c(N)c1	6%	-6%	12%
CCSc1nnc(NC(=O)CN(C)S(=O)(=O)c2ccc(F)cc2)s1	-2%	-20%	16%
CCOC(=O)C(NC(=O)c1cccnc1)(Nc1cccc(C)n1)C(F)(F)F (stereo not drawn)	5%	18%	0%
COc1ccccc1N/N=C/c1c(CO)cnc(C)c1O	8%	?	-9%
CC(Cc1ccccc1)NC(=O)/C=C/c1ccc([N+](=O)[O-])cc1 (stereo not drawn)	5%	18µM*	18%
Cc1cc(C)c2c(=O)c3c(oc2c1)C(=O)N(CCCOC(C)C)C3c1ccccc1F (stereo not drawn)	-2%	?	nt
CCCCNC(=O)c1nn(-c2ccc(C)cc2)c(=O)n(C)c1=O	5%	-19%	nt
CCc1cccc(NC(=O)CCSCCC(=O)Nc2cccc(CC)c2)c1	-7%	-10%	26%

(next part)
SMILES	TDP1 block	DT40 TDP1 no CPT	N370S GC
Cc1ccc(CN(C(=O)c2csnn2)C(C(=O)NC2CCCC2)c2ccccn2)cc1 (stereo not drawn)	13%	-19%	-25%
NNC(=O)CN1C(=O)Nc2ccc(Cl)cc2C1c1ccccc1 (stereo not drawn)	nt	3%	0%
COc1ccc(CNC(=O)C2CC(=O)N(c3ccc(OCC(=O)N4CCCCC4)cc3)C2)cc1 (stereo not drawn)	5%	-17%	-3%
COc1ccc(C(=O)Nc2ccc(C(=O)Nc3nccs3)cc2)cc1[N+](=O)[O-]	nt	-2%	4%
COc1ccc(Cl)cc1NC(=O)CN(C)C(=O)CCCNC(=O)c1ccc(Cl)cc1	1%	?	nt
COc1cccc(CN(C)C(=O)c2cccnc2SC)c1OC	3%	-11%	8%
CCOc1ccc(C2c3[nH]c4ccccc4c3CCN2C(=O)Cc2cccc(OCC)c2OCC)cc1 (stereo not drawn)	3%	?	nt
Cc1ccc(NC(=O)COC(=O)Cn2c(C)csc2=O)cc1	2%	0%	1%
Cc1cc(NC(=O)CSc2nc(C3CCCCC3)nc3ccccc23)no1	3%	?	18%
CCOc1ccc(N(CC)C(=O)c2cc3c(s2)-c2ccc(Cl)cc2SC3)cc1	5%	?	nt
COc1cc(NC(=O)c2cccs2)c(OC)cc1NC(=O)CCC(=O)Nc1cccc2ncccc12	1%	?	-11%
COc1ccc(NC(=S)NCc2cccs2)cc1OC	-5%	?	-14%
CN(Cc1ccccc1)C1CCCN(C(=O)c2ccc(Cl)s2)C1 (stereo not drawn)	2%	?	-2%
O=C(CCc1ccc(Oc2cc([N+](=O)[O-])cc([N+](=O)[O-])c2)cc1)NC1CCCC1	6%	?	2%
CC(C)c1ccc(OCc2ccc(C(=O)O)o2)cc1	-10%	1%	28%
COc1cc(/C=C\C(=O)Nc2cc(=O)n(C)c(=O)n2C)cc(OC)c1OC	-1%	-19%	-11%
Cc1cc(C)cc(OCC(=O)NCCN2CCOCC2)c1	-3%	0%	-3%
COc1ccccc1C(CNC(=O)c1cccc(NS(=O)(=O)c2ccc(Br)cc2)c1)N(C)C (stereo not drawn)	1%	18µM*	-2%
CCCCOC(=O)n1ccc(C(=O)Nc2ccccc2OC)n1	-2%	-12%	9%
COc1ccccc1C(=O)NNC(=O)C(=O)NCc1ccccc1	3%	?	-2%
COc1cc2c(cc1OC)C(c1ccccc1)NCC2 (stereo not drawn)	nt	-4%	-2%
CC(C)OC(=O)c1nn2c(C(F)(F)F)cc(-c3ccco3)nc2c1Cl	0%	-9%	0%
Cc1cccc(-n2c(O)c(C=Nc3c(C)n(C)n(-c4ccccc4)c3=O)c3ccccc3c2=O)n1	4%	?	-1%
Cc1ccc(OCC(=O)Nc2cccc(OCc3cc(=O)n4cccc(C)c4n3)c2)cc1C	3%	18µM*	nt
CCCCNC(=S)NCc1ccc2c(c1)cc(C)n2C	8%	?	12%

Next section
SMILES	TDP1 block	DT40 TDP1 no CPT	N370S GC
CC1(C)C(c2ccccc2)=[N+]([O-])C2(CCCCC2=O)N1O (stereo not drawn)	5%	-9%	-6%
Cc1cc(C)c(CN2CCN(C(=O)Cn3cnc(C(=O)Nc4ccc(C)c(C)c4)n3)CC2)c(C)c1	0%[56.1 µM]	-82%	nt
Cc1ccccc1C(=O)c1cccn1CC(=O)NCc1ccc2c(c1)OCO2	2%	-9%	-15%
O=C1CC(NS(=O)(=O)c2cccs2)CN1c1ccc(F)cc1 (stereo not drawn)	nt	-30%	0%
CC(C)N1CCN(Cc2cnc(N3CCCC3)s2)CC1CCO (stereo not drawn)	8%	4%	-20%
Cc1ccc(-c2nc3ncccc3n2O)cc1	nt	-27%	1%
Cc1ccc(C(=O)NCC(=O)OCc2c(F)cccc2Cl)s1	-12%	3%	nt
Cc1cc(C)n(-c2nnc(C)n2NS(=O)(=O)c2ccc(F)cc2)n1	3%	5%	-1%
O=C(CCNC(=O)c1ccco1)Nc1nc2ccccc2s1	-11%	0%	3%
COc1ccc(NC(=S)NC23CC4CC(CC(C4)C2)C3)cc1OC	3%	?	-1%
C=CCn1c(SCC(=O)NCc2ccc3c(c2)OCO3)nc2scc(-c3ccc(F)cc3)c2c1=O	4%	?	5%
COc1cccc(C2C=C(c3ccc(C)cc3)Nc3c(C(=O)Nc4ccc(F)cc4)cnn32)c1OC (stereo not drawn)	4%	18µM*	nt
CC(C)CN(CC(C)C)C(=O)Nc1ccccc1F	-5%	-20%	-1%
CCOC(=O)C1(CCSC)NC(c2ccco2)C2C(=O)N(C)C(=O)C21 (stereo not drawn)	2%	1%	-7%
Cc1ccc(NCc2cccn2-c2nnc(N3CCC(C(=O)NCc4ccccc4C)CC3)s2)cc1	2%	16µM*	nt
O=C(Nc1ccc(N2CCN(C(=O)c3cccs3)CC2)cc1)c1cccnc1Cl	1%	2%	-4%
CCN(CC)CCOC(=O)CCc1cccc2ccccc12	-8%[56.1 µM]	1%	-7%
Cc1noc(COc2ccccc2OCc2onc(C)c2Cl)c1Cl	-10%	-14%	5%
Cc1cc(N2CCCC2)nc2ccc(NC(=S)NC(C)C)cc12	0%	16µM*	-18%
CCC(=O)Nc1cccc(-c2csc(-c3ccccc3)n2)c1	5%	4%	7%
Cn1c(=O)cc(SCC(=O)N2CCN(c3ccc(F)cc3)CC2)c2ccc(Cl)cc21	2%	-3%	nt
Cc1ccc(CC(=O)N/N=C/c2ccc(OC(=O)c3ccc([N+](=O)[O-])cc3)cc2)cc1	3%	-27%	-1%
Cc1cccc(N(CC(=O)Nc2c(C)n(C)n(-c3ccccc3)c2=O)S(C)(=O)=O)c1C	1%	-6%	4%
O=C(c1ccc2c(c1)N(Cc1ccccc1)CCS2)N1CCCCC1	5%	-29%	?
C=CCn1c(C)nnc1SCC(=O)Nc1oc(C)c2c(C)n[nH]c(=O)c12	-3%	11%	1%

Some of the entries so far, with each value named:
> CCOC(=O)C1(CCSC)NC(c2ccco2)C2C(=O)N(C)C(=O)C21 (stereo not drawn)
- TDP1 block: 2%
- DT40 TDP1 no CPT: 1%
- N370S GC: -7%
> C=CCn1c(C)nnc1SCC(=O)Nc1oc(C)c2c(C)n[nH]c(=O)c12
- TDP1 block: -3%
- DT40 TDP1 no CPT: 11%
- N370S GC: 1%
> Cn1c(=O)cc(SCC(=O)N2CCN(c3ccc(F)cc3)CC2)c2ccc(Cl)cc21
- TDP1 block: 2%
- DT40 TDP1 no CPT: -3%
- N370S GC: nt
> Cc1cc(C)c(CN2CCN(C(=O)Cn3cnc(C(=O)Nc4ccc(C)c(C)c4)n3)CC2)c(C)c1
- TDP1 block: 0%[56.1 µM]
- DT40 TDP1 no CPT: -82%
- N370S GC: nt

A different layout for part of the listing above:
mol: O=C(c1ccc2c(c1)N(Cc1ccccc1)CCS2)N1CCCCC1
  TDP1 block = 5%; DT40 TDP1 no CPT = -29%; N370S GC = ?
mol: Cc1ccc(NCc2cccn2-c2nnc(N3CCC(C(=O)NCc4ccccc4C)CC3)s2)cc1
  TDP1 block = 2%; DT40 TDP1 no CPT = 16µM*; N370S GC = nt

(list continues)
SMILES	TDP1 block	DT40 TDP1 no CPT	N370S GC
COc1cccc(NC(=O)CC(c2ccc(OC(C)C)cc2)c2ccccc2OC)c1 (stereo not drawn)	3%	12µM*	5%
CCOC(=O)c1ccc(N2C(=O)c3[nH]nc(-c4ccc(C)cc4)c3C2c2cccs2)cc1 (stereo not drawn)	0%	16µM*	nt
Clc1ccc(-c2noc(-c3cccnc3NCc3ccco3)n2)cc1	9%	4%	nt
CCOC(=O)c1sc(NC(=O)c2cccs2)cc1C	2%	?	-16%
CCNC(=O)NC(=O)C(C)OC(=O)C(C)(C)Oc1ccc(Cl)cc1 (stereo not drawn)	-1%	1%	-10%
Cc1ccccc1C(=O)Nc1cccc(NC(=O)c2ccc(C(C)(C)C)cc2)c1	0%[12.3 µM]	5.8µM*	nt
Cc1cccc(C(=O)NCC(C)NC(=O)c2cccc(C)c2)c1 (stereo not drawn)	nt	1%	6%
O=C(O)CCNC1C=CS(=O)(=O)C1 (stereo not drawn)	2%	3%	-2%
CCCC1c2ccc(C)n2CCN1C(=O)Nc1ccccc1Cl (stereo not drawn)	3%[56.1 µM]	21µM*	4%
O=C(NC1CC1)c1ccc(NS(=O)(=O)c2ccccc2)cc1	5%[56.1 µM]	21%	-13%
Cc1csc(NC(=O)CSc2nccn2C)n1	1%[56.1 µM]	18%	-7%
O=C(OCC1CCCO1)c1ccc2c(c1)N(Cc1ccc(F)cc1)C(=O)c1ccccc1S2(=O)=O (stereo not drawn)	-5%	-13%	nt
O=C(COC(=O)c1cccs1)NCC1CCCO1 (stereo not drawn)	2%	-11%	2%
CN(C)c1ccc(/C=c2/sc3n(c2=O)NC2(c4ccccc4)N(C)C(=O)N(C)C2(c2ccccc2)N=3)cc1 (stereo not drawn)	5%	nt	-3%
Fc1ccc(-c2csc(-c3nc(-c4ccc(Br)s4)cs3)n2)cc1	-1%	-20%	nt

Arranged by formula weight (low to high): some entries from above.
SMILES	TDP1 block	DT40 TDP1 no CPT	N370S GC
CCCC1c2ccc(C)n2CCN1C(=O)Nc1ccccc1Cl (stereo not drawn)	3%[56.1 µM]	21µM*	4%
Clc1ccc(-c2noc(-c3cccnc3NCc3ccco3)n2)cc1	9%	4%	nt
O=C(OCC1CCCO1)c1ccc2c(c1)N(Cc1ccc(F)cc1)C(=O)c1ccccc1S2(=O)=O (stereo not drawn)	-5%	-13%	nt
